TCR activator = activates T cell receptor signaling | 330,000 tested, under 10 active | AID 504894 | Potency, µM (top dose mostly 9.22 µM), inactives show top-dose activation of IL-2 secretion, most hits filed as activators | primary human leukocytes, anti-CD3, IL-2 HTRF, 48 h; note: % of control where 0% means no effect
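TCR engagement came from a-CD3 beads alone, with compounds added to primary human leukocytes for 48 hr. Secreted IL-2 bridged europium cryptate- and d2-labelled anti-IL-2 antibodies, giving FRET emission at 665nm after 320nm excitation.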
Eya2 phos inh = blocks the phosphatase activity of human Eya2. O00167. AID 488837. recombinant Eya2, OMFP fluorescence dephosphorylation (OMFP is methylfluorescein phosphate). Potency, µM (top dose mostly 76.9 µM), without a hit: top-dose activity, negative = inhibition, usual class: inhibitors. 330,000 compounds, 0.006% hits; note: potency is the fitted concentration of half-maximal effect; % is set by controls: 0 for no effect and ±100 for the full control effect
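Eya2 (0.2 uM) preincubated 10 min at ambient with compound, then OMFP substrate added at 50 uM; 10 min reaction in 50 mM HEPES pH 7.5, 50 mM NaCl, 5 uM MgCl2, 0.05% BSA, 1 mM DTT. Fluorescence read at Ex 485/Em 525 nm.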
Tb PFK block = T. brucei PFK enzyme inhibition; T. brucei PFK, ADP-Glo luminescence; Potency, µM (doses to about 57.5 µM), for the others: top-dose activity, negative = inhibition, most hits filed as inhibitors; 330,000 compounds, 0.17% hits; AID 485367;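 note: potency is the fitted concentration of half-maximal effect; 0% = uninhibited 1x PFK enzyme wells and -100% = no-enzyme wells; nearly all actives have a fitted effect of over 60% in size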
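Luminescent ADP detection (ADP-Glo, two-step: ATP depletion then ADP-to-ATP conversion for luciferase) reported PFK activity after 45 min room-temperature reaction of 1.25 nM enzyme with 0.5 mM F6P and 0.1 mM ATP at pH 8.0.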
ELG1 DNA repair = blocks ELG1-dependent DNA repair in HEK293T cells. HEK293T ELG1-luciferase reporter, luminescence, 16 h; DNA damage induced by 5-fluorouridine. Potency, µM (highest dose often 46.1 µM), without a hit: at the top dose activity change, negative = inhibition, most hits filed as inhibitors. 330,000 compounds, 2.3% hits; note: potency is the fitted concentration of half-maximal effect; % is set by controls: 0 for no effect and ±100 for the full control effect; nearly all actives have a fitted effect of over 55% in size
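Reporter activity after DNA damage by 5-fluorouridine is monitored. Compound-treated cells incubate 16 hr at 37 °C, then ONE-Glo is added for 30 min before luminescence reading.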
BCR signal inh = inhibitors of chronic active B-cell receptor signaling. ABC-DLBCL IkBa-CBG/CBR reporter, luminescence ratio, 4 h. Potency, µM (highest dose often 46.1 µM), without a hit: top-dose ratio change, negative = lower green/red ratio, most hits filed as inhibitors. 340,000 compounds, 0.05% hits. AID 493014; active = well fitted inhibition curve with a large enough effect in the signal ratio, with a control signal flat, not every such curve was filed as active; inconclusive = small, poorly fitted or top-dose-only effect, or effect the other way, or a change in a side signal; the % refers to the signal ratio;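 note: potency is the fitted concentration of half-maximal effect; plate controls were basal doxycycline-induced cells for no effect and cells given 10 µM MG132 for full effect; MG132 reads +100%, hits lower the ratio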
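Compounds up to 46 uM were incubated four hours with TMD8 cells whose green CBG68 luciferase is fused to IkappaBalpha; red CBR luminescence normalised the signal, and concentration-effect curves were fitted to fusion, red and ratio data.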
Mito fusion yeast = blocks mitochondrial division or promotes mitochondrial fusion; 320,000 compounds, 0.23% hits; S. cerevisiae fusion-defective mutant growth rescue, CellTiterGlo 48 h; Potency, µM (top dose mostly 46.1 µM), without a hit: at the top dose growth rescue (activation), most hits filed as activators;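 note: potency is the fitted concentration of half-maximal effect; % of control where 0% means no effect; nearly all actives have a fitted effect of over 45% in size; temperature-sensitive fusion mutants such as fzo1-1 at 37 °C on non-fermentable ethanol glycerol medium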
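Compounds are tested for their ability to restore growth of mitochondrial fusion-defective yeast strains at non-permissive 37C in YPEG medium over 48 hours. Viability is quantified by luciferase luminescence.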
a7 integrin act = activators of alpha7 integrin expression for muscular dystrophy | Potency, µM (series often up to 38.3 µM), without a hit: top-dose activation, actives largely listed as activators | 350,000 compounds, 0.064% hits | AID 624291 | alpha7betagal myoblasts, beta-gal FDG fluorescence, 48 h;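 note: potency is the fitted concentration of half-maximal effect; 100% = response of the positive control SU9516; nearly all actives have a fitted effect of over 60% in size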
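alpha7betagal+/- myoblasts (passage 13, 250/well) treated 48 h at 37C with compounds at 1:260 dilution of DMSO stock. Lysed, then beta-galactosidase activity read as FDG fluorescence (ex 480/em 540) after 30 min, with pre-read for autofluorescence.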
AT treatment = candidate therapy for ataxia-telangiectasia; […] A-T fibroblasts, KAP-1 phosphorylation AlphaLISA; neocarzinostatin DNA damage 30 min before lysis; Potency, µM (series often up to 57.5 µM), without a hit: at the highest dose activation, most hits filed as activators; 320,000 compounds, 0.19% hits; note: potency is the fitted concentration of half-maximal effect; % of control where 0% means no effect; nearly all actives have a fitted effect of over 45% in size
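hTERT-immortalized A-T patient fibroblasts ([…]), 500 cells/well in OPTI-MEM, 1% FBS, got compounds for 60 min, then NCS for 30 min at 37C. Lysates were then assayed for phospho-KAP-1 by AlphaLISA (anti-pKAP1 donor, anti-KAP1 acceptor beads), 6 hr at 25C.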
S-ASM inh = blocks human secretory acid sphingomyelinase. Potency, µM (highest dose often 57.5 µM), for the others: top-dose activity change, negative = inhibition, most hits filed as inhibitors. AID 504937. 340,000 compounds, 0.006% hits. P17405. placental ASM, HMU-PC fluorogenic substrate, 60 min; note: potency is the fitted concentration of half-maximal effect
Target sequence (P17405 47-631 limits assumed): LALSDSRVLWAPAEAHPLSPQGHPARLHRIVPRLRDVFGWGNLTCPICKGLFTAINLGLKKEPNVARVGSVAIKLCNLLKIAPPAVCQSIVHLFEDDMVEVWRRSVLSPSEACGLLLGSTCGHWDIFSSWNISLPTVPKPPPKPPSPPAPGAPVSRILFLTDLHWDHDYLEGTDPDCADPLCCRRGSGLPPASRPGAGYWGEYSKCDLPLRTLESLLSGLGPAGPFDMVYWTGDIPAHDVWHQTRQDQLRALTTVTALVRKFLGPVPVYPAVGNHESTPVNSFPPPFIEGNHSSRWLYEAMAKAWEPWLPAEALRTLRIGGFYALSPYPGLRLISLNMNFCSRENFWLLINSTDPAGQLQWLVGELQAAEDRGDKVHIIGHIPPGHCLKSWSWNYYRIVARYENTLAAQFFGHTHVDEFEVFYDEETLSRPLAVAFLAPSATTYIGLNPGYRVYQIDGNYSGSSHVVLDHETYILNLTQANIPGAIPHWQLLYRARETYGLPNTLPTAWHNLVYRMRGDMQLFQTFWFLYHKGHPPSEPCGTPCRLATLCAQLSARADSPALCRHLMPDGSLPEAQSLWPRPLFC
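HMU-PC0 cleavage (9 uM final) by human placental ASM, 60 min at 37 °C following 10 min compound exposure at RT; stopped at pH 10, fluorescence Ex 386/Em 447 nm.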
TSHR antag = antagonists of human thyroid stimulating hormone receptor. activity change, negative = inhibition, % at 11.5 µM. AID 504810. TSHR-expressing cells, TSH-stimulated cAMP HTRF, 2 h; stronger effect = lower value. 330,000 compounds, 0.2% hits;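 active = activity change below a set negative limit, meaning inhibition stronger than a set level, cut at about -70% in these data; inconclusive = activity change between two set negative limits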; note: % is set by controls: 0 for no effect and ±100 for the full control effect
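Competitive HTRF cAMP read-out (cryptate anti-cAMP antibody, cAMP-d2; 30 min, room temperature) in freshly harvested TSHR cells. Compounds added before TSH at EC80 (4nM final), followed by 2 hours' incubation at 37 deg C.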
TSG101-PTAP inh = blocks PTAP/TSG101 interaction to inhibit HIV-1 budding | Q99816 | Fluorescence polarization, FITC-PTAP peptide / Tsg101 binding | Potency, µM (titrated, usually from 115 µM), inactives show at the top dose activity change, negative = inhibition, actives largely listed as inhibitors | 340,000 tested, under 10 active | AID 493005; active = well fitted inhibition curve with a large enough effect in the main read-out, with a control signal flat, not every such curve was filed as active; inconclusive = small, poorly fitted or top-dose-only effect, or effect the other way, or a change in a side signal; inactive = no such curve, though single readings can be large or run the other way; note: potency is the fitted concentration of half-maximal effect; % of control where 0% means no effect
Target sequence (Q99816 whole entry, looked up): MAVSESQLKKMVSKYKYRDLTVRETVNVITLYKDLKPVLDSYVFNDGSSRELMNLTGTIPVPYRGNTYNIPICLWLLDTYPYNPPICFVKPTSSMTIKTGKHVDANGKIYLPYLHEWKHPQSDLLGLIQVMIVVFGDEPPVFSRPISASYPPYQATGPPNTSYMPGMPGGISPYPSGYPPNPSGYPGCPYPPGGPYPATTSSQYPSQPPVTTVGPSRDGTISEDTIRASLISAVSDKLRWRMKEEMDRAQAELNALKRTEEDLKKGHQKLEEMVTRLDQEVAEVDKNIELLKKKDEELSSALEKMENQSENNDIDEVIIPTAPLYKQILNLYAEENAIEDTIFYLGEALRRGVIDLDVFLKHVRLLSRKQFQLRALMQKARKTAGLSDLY
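Compounds were pin-transferred onto Tsg101 binding domain (10 uM final) in HEPES pH 7.5 buffer, then FITC-PTAP peptide was added at 50 nM final. After 20 min at RT, polarization reported peptide displacement across a qHTS concentration series.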
Starred values were filed as active, the others as inactive; i = inactive; ? = inconclusive; nt = not tested or not shown; [ ] = another dose, or the depositor's remark. Unless noted, calls come from the whole dose curve; as a rule, active = well fitted curve in the direction sought with a large enough effect; inconclusive = small, poorly fitted or top-dose-only effect, or another doubt; inactive = no such curve, though single readings can be large; an effect the other way counts as inactive or inconclusive.

1) OCC(C#CCN1CCCCC1)NCc1ccccc1 (stereo not given)
2) COc1ccc(-c2cc3nc(CCl)[nH]c(=O)c3s2)cc1
3) CCCOc1ccc(C(=O)c2ccccc2C(=O)OC2CCOC2=O)cc1OCCC (stereo not given)
4) Cc1cc(Br)ccc1SCC(=O)OCC(=O)NCc1ccco1
5) CSc1nc(C)cc(-n2ccc(=O)[nH]c2=O)n1

Compound,1,2,3,4,5
TCR activator,-60%,0%,1%,4%,nt
Eya2 phos inh,4%,-15%,-22%,-2%,-9%
Tb PFK block,-9%,-21%,1%,?,-2%
ELG1 DNA repair,22%,?,4%,10%,-1%
BCR signal inh,-2%,?,3%,11%,10%
Mito fusion yeast,-6%,-6%,-1%,2%,-2%
a7 integrin act,16%,-66%[inhibitor],-5%,-7%,9%[7.66 µM]
AT treatment,2%,-4%,?,-2%,2%
S-ASM inh,0%,15%,-3%,-4%,-2%
TSHR antag,5,-4,3,1,5
TSG101-PTAP inh,-2%,3%,-1%,-2%,0%

6) Cc1cc(C)cc(N(CCC#N)C(=O)CSC2=Nc3ccccc3C3CC=NN23)c1 (stereo not given)
7) CC1CCC(NC(=O)C2CC(=O)N(c3ccc(Cl)cc3)C2)CC1 (stereo not given)
8) O=C(NCCSCc1ccc(Cl)cc1)c1cccs1
9) CCN(CC)c1ccc(/C=N/NC(=O)c2nnn(-c3nonc3N)c2-c2ccc(C)cc2)cc1
10) Cc1cccc(S(=O)(=O)NCCNS(=O)(=O)c2cccc(C)c2)c1

Compound,6,7,8,9,10
TCR activator,-2%,-3%,-4%,2%,-5%
Eya2 phos inh,-8%,13%,?,-9%,-17%
Tb PFK block,-2%,-2%,-3%,8%,5%
ELG1 DNA repair,?,2%,-15%,-17%,5%
BCR signal inh,-17%,0%,1%,1%,-1%
Mito fusion yeast,11%,3%,2%,-1%,-1%
a7 integrin act,3%,0%,?,-27%,17%
AT treatment,3%,46%,4%,1%,-1%
S-ASM inh,-13%,0%,-2%,0%,-1%
TSHR antag,-11,-34,-16,-6,nt
TSG101-PTAP inh,-1%,-1%,-3%,0%,-3%

11) CC(C(=O)Nc1cccnc1)C1Sc2ccccc2NC1=O (stereo not given)
12) O=C(COc1ccccc1-c1ccccc1)NCCN1C(=O)S/C(=C\c2cccnc2)C1=O
13) CCSc1nnc(NC(=O)C2CCCCC2C(=O)O)s1 (stereo not given)
14) CC(C)Oc1ccc(S(=O)(=O)N2CCOCC2)cc1NC(=O)C1CCC1
15) CCOc1ccccc1NC(=O)Cn1c(-c2ccc(Cl)cc2)noc1=O

Compound,11,12,13,14,15
TCR activator,7%,1%[46.1 µM],1%[46.1 µM],-5%,-6%
Eya2 phos inh,3%,3%,-1%,16%,-7%
Tb PFK block,-7%,-1%,-1%,-13%,10%
ELG1 DNA repair,15%,?,8%,3%,-3%
BCR signal inh,-8%,-9%,-2%,10%,6%
Mito fusion yeast,0%,0%,1%,-2%,26%
a7 integrin act,-17%,-12%,8%,16%,31%
AT treatment,1%,4%,-4%,-4%,-7%
S-ASM inh,8%,-8%,1%,-1%,-2%
TSHR antag,15,-5,1,7,6
TSG101-PTAP inh,-1%,-2%,1%,1%,-9%

16) Cc1sc2ncnc(N=Nc3c(O)[nH]c4ccccc34)c2c1C
17) Cc1c(NC(=S)NC(=O)c2ccco2)cccc1-c1nc2ncccc2o1
18) CC(C)=CC(=O)Nc1nnc(-c2cccnc2)s1
19) CCOc1cc(/C=C2\SC(N3CCCC(C)C3)=NC2=O)ccc1O (stereo not given)
20) Cc1ccc(C(=O)NC(=S)NCC2CCCO2)cc1[N+](=O)[O-] (stereo not given)

Compound,16,17,18,19,20
TCR activator,3%[46.1 µM],-5%,-2%,4%,10%
Eya2 phos inh,-2%,-1%,5%,8%,-7%
Tb PFK block,0%,-23%,0%,6%,3%
ELG1 DNA repair,-27%,?,?,-5%,-13%
BCR signal inh,?,-2%,3%,?,-3%
Mito fusion yeast,0%,-3%,0%,29%,-3%
a7 integrin act,5%,5%,?,26%,10%
AT treatment,0%,3%,-3%,-4%,1%
S-ASM inh,-1%,5%,2%,-2%,-2%
TSHR antag,-2,2,4,-11,-3
TSG101-PTAP inh,-5%,-5%,-11%,0%,-1%

21) Cc1ccc(NC(=O)Cc2nnc(SCC(=O)Nc3nncs3)n2C)cc1
22) COc1ccc(C(CC(=O)N2CCCC2)c2ccc(F)cc2)cc1 (stereo not given)
23) O=C(NC1CCCCCC1)C(=S)N1CCOCC1
24) CN(C(=O)COC(=O)Cc1ccccc1[N+](=O)[O-])C1CCS(=O)(=O)C1 (stereo not given)
25) CC(C)=CCN1CCN(Cc2cccn2-c2ccccn2)CC1CCO (stereo not given)

Compound,21,22,23,24,25
TCR activator,-4%,5%,4%,nt,nt
Eya2 phos inh,-12%,4%,1%,-19%,-9%
Tb PFK block,1%,4%,-16%,0%,1%
ELG1 DNA repair,16%,-6%,15%,0%,-8%
BCR signal inh,-4%,5%,-8%,6%,0%
Mito fusion yeast,?,25%,-1%,nt,25%
a7 integrin act,16%,-47%,13%,7%,-11%
AT treatment,-5%,34%,-2%,-2%,-8%
S-ASM inh,2%,2%,0%,6%,-1%
TSHR antag,1,0,-2,nt,26
TSG101-PTAP inh,0%,-8%,-2%,-6%,-3%

26) COC(=O)COn1c(-n2nc(C)cc2C)nc2ccccc2c1=O
27) CCC1OC2(C)OC(=N)C1(C#N)C(C#N)(C#N)C2c1ccccc1 (stereo not given)
28) C=CC[N+](C)(C)CCCNC(=O)/C=N/O
29) COc1cc(S(=O)(=O)N2CCCC2)c(C)cc1C
30) O=C(NCCS(=O)(=O)NCc1ccccc1)c1ccccc1
31) COC(=O)c1ccc(CN2C(=O)NC(CC(C)C)C2=O)cc1 (stereo not given)
32) COc1ccc(CCC(C)N2CCC(Oc3ccc(C(=O)N4CCCC4)cc3)CC2)cc1 (stereo not given)
33) COc1ccc2oc(=O)c(-c3csc(Nc4ccc(O)cc4)n3)cc2c1

Compound,26,27,28,29,30,31,32,33
TCR activator,-1%,-6%[46.1 µM],12%[46.1 µM],-1%,9%,1%,-1%,-2%[46.1 µM]
Eya2 phos inh,-4%,5%,-6%,2%,-1%,9%,3%,1%
Tb PFK block,2%,1%,11%,-3%,0%,-5%,-1%,-5%
ELG1 DNA repair,1%,8%,7%,8%,17%,-2%,4%,9.2µM*
BCR signal inh,-5%,1%,-1%,-20%,1%,1%,4%,?
Mito fusion yeast,2%,0%,24%,-11%,1%,-2%,-7%,16µM*
a7 integrin act,-18%,-1%,10%,1%,7%,-5%,-40%,6%
AT treatment,3%,5%,?,0%,-1%,8%,4%,-8%
S-ASM inh,4%,i,0%,3%,0%,0%,2%,-21%
TSHR antag,4,-4,24,-4,2,12,59,-26
TSG101-PTAP inh,-9%,-10%,3%,-2%,-1%,-5%,5%,0%

Whole records from above. Screens in order: TCR activator | Eya2 phos inh | Tb PFK block | ELG1 DNA repair | BCR signal inh | Mito fusion yeast | a7 integrin act | AT treatment | S-ASM inh | TSHR antag | TSG101-PTAP inh
O=C(NCCS(=O)(=O)NCc1ccccc1)c1ccccc1 is entered as 9% | -1% | 0% | 17% | 1% | 1% | 7% | -1% | 0% | 2 | -1%
C=CC[N+](C)(C)CCCNC(=O)/C=N/O is entered as 12%[46.1 µM] | -6% | 11% | 7% | -1% | 24% | 10% | ? | 0% | 24 | 3%

High-throughput results: PubChem, National Center for Advancing Translational Sciences (NCATS)
